PTAP TSG101 blk = blocks PTAP/TSG101 interaction to inhibit HIV-1 budding; Q99816; Fluorescence polarization, FITC-PTAP peptide / Tsg101 binding; Potency, µM (highest dose often 115 µM), for inactives: at the highest dose activity change, negative = inhibition, hits mostly inhibitors; 340,000 tested, under 10 active; active = well fitted inhibition curve with a large enough effect in the main read-out, with a control signal flat, not every such curve was filed as active; inconclusive = small, poorly fitted or top-dose-only effect, or effect the other way, or a change in a side signal; inactive = no such curve, though single readings can be large or run the other way; also: potency is read from the fitted curve at half-maximal effect; % of control where 0% means no effect
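Fluorescence anisotropy tracks displacement of a FITC-tagged PTAP peptide (50 nM) from the Tsg101 binding domain (10 uM), following a 20 min room-temperature incubation at pH 7.5.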
Integrin act MD = integrin-mediated muscular dystrophy alleviation activation | Potency, µM (series often up to 38.3 µM), for the others: at the top dose activation, hits mostly activators | actives 0.064% (n = 350,000) | AID 624291 | alpha7betagal myoblasts, beta-gal FDG fluorescence, 48 h;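 also: potency is read from the fitted curve at half-maximal effect; 100% = response of the positive control SU9516; nearly all actives have a fitted effect of over 60% in size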
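Alpha7betagal+/- myoblasts (passage 13) were plated 16-24 hr, then exposed to compounds (1:260 dilution of DMSO stock) for 48 hours at 37C. After MPER lysis, β-galactosidase reporter activity was read as FDG fluorescence (ex 480/em 540) after 30 minutes.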
Coupling enz = counter-screen for Giardia aldolase inhibitors: coupling enzyme system. coupling enzyme system counterscreen, AmpLite Red fluorescence. activity change, negative = inhibition, % at 58.2 µM, hits read low. actives 0.67% (n = 290,000); in the data active = activity change below about -30%; also: % is scaled to controls: 0 for no effect and ±100 for the full control effect
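Fluorescence at 525 nm excitation and 598 nm emission measured inhibition of the coupled detection system without aldolase. Compounds (at 57.5 uM final) were preincubated 10 min at room temperature with coupling enzyme reagent before a 20 min substrate/AmpLite Red step.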
B2AR arrestin = beta2AR (human) beta-arrestin recruitment activity | P07550 | beta-arrestin recruitment to beta2AR, cell-based reporter | Potency, µM (doses to about 46.1 µM), inactives show at the top dose activation, usual class: activators | actives 0.02% (n = 330,000);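 also: potency is read from the fitted curve at half-maximal effect; 0% = DMSO controls and full agonism = EC100 isoproterenol or metaproterenol; nearly all actives have a fitted effect of over 65% in size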
Target sequence (P07550 whole entry, looked up): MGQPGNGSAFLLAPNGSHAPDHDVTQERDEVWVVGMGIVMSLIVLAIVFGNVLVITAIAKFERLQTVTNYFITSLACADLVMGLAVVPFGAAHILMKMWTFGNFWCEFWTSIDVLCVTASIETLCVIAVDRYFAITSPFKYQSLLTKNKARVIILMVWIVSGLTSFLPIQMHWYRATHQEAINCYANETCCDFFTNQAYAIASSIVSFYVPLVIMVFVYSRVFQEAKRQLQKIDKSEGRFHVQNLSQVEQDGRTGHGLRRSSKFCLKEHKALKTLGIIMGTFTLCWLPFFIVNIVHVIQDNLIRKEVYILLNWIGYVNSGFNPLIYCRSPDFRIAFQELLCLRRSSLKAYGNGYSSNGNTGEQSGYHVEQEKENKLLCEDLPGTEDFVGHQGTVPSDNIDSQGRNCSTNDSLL
PKM2 activator = increases activity of human pyruvate kinase M2 | purified PKM2, Kinase-Glo ATP luminescence, activation; response scale: 0% is enzyme alone, no compound | Potency, µM (series often up to 57.5 µM), inactives show at the highest dose activation, actives largely listed as activators | actives 0.34% (n = 260,000) | AID 1631; also: potency is read from the fitted curve at half-maximal effect; % is scaled to controls: 0 for no effect and ±100 for the full control effect; nearly all actives have a fitted effect of over 55% in size
Target sequence (P14618 whole entry, looked up): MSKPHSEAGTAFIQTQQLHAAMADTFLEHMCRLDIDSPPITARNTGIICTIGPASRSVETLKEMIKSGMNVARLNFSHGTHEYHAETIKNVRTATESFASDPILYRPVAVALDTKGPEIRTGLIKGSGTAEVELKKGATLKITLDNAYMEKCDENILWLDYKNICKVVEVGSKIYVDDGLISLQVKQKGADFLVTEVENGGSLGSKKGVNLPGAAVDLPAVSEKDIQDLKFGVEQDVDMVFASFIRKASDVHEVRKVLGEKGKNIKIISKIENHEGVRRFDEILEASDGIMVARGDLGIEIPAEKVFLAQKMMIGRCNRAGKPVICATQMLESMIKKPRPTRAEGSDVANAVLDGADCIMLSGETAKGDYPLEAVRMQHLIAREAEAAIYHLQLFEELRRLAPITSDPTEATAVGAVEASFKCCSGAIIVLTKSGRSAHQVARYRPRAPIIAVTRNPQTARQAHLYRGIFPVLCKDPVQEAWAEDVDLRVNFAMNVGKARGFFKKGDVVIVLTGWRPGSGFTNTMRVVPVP
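ATP formation by purified human PK-M2, quantified via coupled luciferase luminescence after 1 h at room temperature with 0.1 mM ADP and 0.5 mM PEP final.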
Menin-MLL TR inh = displaces Texas Red mutant MLL peptide from human menin. AID 1768. O00255. Potency, µM (titrated, usually from 61.6 µM), inactives show top-dose FP activity change, negative = inhibition, usual class: inhibitors. actives 0.23% (n = 270,000). Menin + Texas Red MLL mutant peptide, fluorescence polarization; active = well fitted inhibition curve with a large enough effect in the polarisation, with a control signal flat, not every such curve was filed as active; inconclusive = small, poorly fitted or top-dose-only effect, or effect the other way, or a change in a side signal; inactive = no such curve, though single readings can be large or run the other way; the % refers to the polarisation; also: potency is read from the fitted curve at half-maximal effect; % of control where 0% means no effect; many of its hits are not listed in these tables
BCR signal inh = chronic active BCR signaling inhibition | actives 0.05% (n = 340,000) | Potency, µM (top dose mostly 46.1 µM), for inactives: at the top dose ratio change, negative = lower green/red ratio, most hits filed as inhibitors | ABC-DLBCL IkBa-CBG/CBR reporter, luminescence ratio, 4 h; active = well fitted inhibition curve with a large enough effect in the signal ratio, with a control signal flat, not every such curve was filed as active; inconclusive = small, poorly fitted or top-dose-only effect, or effect the other way, or a change in a side signal; the % refers to the signal ratio;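 also: potency is read from the fitted curve at half-maximal effect; plate controls were basal doxycycline-induced cells for no effect and cells given 10 µM MG132 for full effect; MG132 reads +100%, hits lower the ratio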
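Concentration-response series (up to 46 uM) were applied to TMD8 dual-reporter cells for 4 h at 37C with doxycycline. Green/red ratio, after filter-overlap correction, defined %Activity; red signal alone was normalised to basal cells and zero luminescence.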
Giardia killer = kills Giardia lamblia. AID 540267. actives 0.15% (n = 340,000). activity change, % at 7.66 µM, hits read low. Giardia lamblia trophozoite viability; in the data active = activity change below about -80%; inconclusive = between about -30% and that limit;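 also: parasites exposed to compound for two days anaerobically before the ATP read; % is scaled to controls: 0 for no effect and ±100 for the full control effect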
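Luminescent ATP signal served as the viability read-out, measured 15-30 min after adding ATP detection reagent to trophozoites that had been incubated with compounds for 48 hrs at 37 deg C anaerobically at 100 cells/well.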
Tb PFK block = inhibitors of T. brucei phosphofructokinase | actives 0.17% (n = 330,000) | Potency, µM (doses to about 57.5 µM), for the others: top-dose activity, negative = inhibition, actives largely listed as inhibitors | O15648 | T. brucei PFK, ADP-Glo luminescence;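 also: potency is read from the fitted curve at half-maximal effect; 0% = uninhibited 1x PFK enzyme wells and -100% = no-enzyme wells; nearly all actives have a fitted effect of over 60% in size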
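PFK 1.25 nM, F6P 0.5 mM, ATP 0.1 mM, 0.1 M TEA pH 8.0, 5 mM MgCl2, 0.01% Tween20, 0.1% BSA; 45 min RT. ADP-Glo readout. qHTS titration up to 57 uM; curves fitted, compounds curve-classed.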
ASM inhibitor = human S-ASM enzyme inhibition; AID 504937; Potency, µM (series often up to 57.5 µM), for the others: top-dose activity change, negative = inhibition, usual class: inhibitors; placental ASM, HMU-PC fluorogenic substrate, 60 min; actives 0.006% (n = 340,000); P17405; also: potency is read from the fitted curve at half-maximal effect
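Fluorogenic HMU-PC substrate (9 uM final) is turned over by placental ASM in 60 min at 37 C after a 10 min compound preincubation. Reaction ended by alkaline stop (pH 10), with fluorescence read at 386/447 nm.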
GALK inhibitor = blocks human galactokinase activity | Potency, µM (doses to about 57.5 µM), for the others: top-dose activity change, negative = inhibition, hits mostly inhibitors | AID 1868 | P51570 | actives 0.007% (n = 270,000) | Purified GALK, Kinase-Glo residual ATP luminescence; also: potency is read from the fitted curve at half-maximal effect; % is scaled to controls: 0 for no effect and ±100 for the full control effect
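Human GALK (5 nM) with 35 uM ATP and 100 uM galactose in 20 mM HEPES pH 8.0, 5 mM MgCl2, 60 mM NaCl, 1 mM DTT, 0.01% BSA. After 1 h at room temperature, leftover ATP was read by Kinase-Glo Plus luminescence.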
An asterisk follows results filed as active; ? = inconclusive; . = not tested or not shown; & = joins results of further samples; [ ] = another dose, or the depositor's remark. Unless noted, calls follow the shape of the dose curve; as a rule, active = well fitted curve in the direction sought with a large enough effect; inconclusive = small, poorly fitted or top-dose-only effect, or another doubt; inactive = no such curve, though single readings can be large; an effect the other way counts as inactive or inconclusive. An excerpt, so the mix of outcomes need not match the whole.

Every second line gives: B2AR arrestin	Tb PFK block	PTAP TSG101 blk	ASM inhibitor	Coupling enz	GALK inhibitor	BCR signal inh	PKM2 activator	Integrin act MD	Giardia killer	Menin-MLL TR inh
COC(=O)c1cc(S(=O)(=O)NCc2ccc3c(c2)OCO3)c[nH]1
  0.5%	3%	-4%	6%	2	.	-6%	6%	5%	-5	17%
CC(=O)Nc1ccc(C(=O)Nc2cccc(S(=O)(=O)NC3=NCCC3)c2)cc1
  -0.9%	-4%	-1%	-1%	.	.	-6%	.	11%	-5	.
Cc1ccc(C(=O)CCC(=O)OCC(=O)Nc2ccc3[nH]c(=O)[nH]c3c2)cc1
  0.3%	-28%	-3%	3%	.	.	-7%	.	26%	-8	.
Cc1cc(NC(=O)c2c([N+](=O)[O-])c(C)nn2C)no1
  0.0%	0%	-13%	4%	0	-3%	9%	3%	20%	-17	11%
O=C(/C=C/c1ccc(F)cc1)NC(=S)NC1CCCCC1
  -0.1%	-17%	-2%	1%	-6	2%	-7%	-10%	-15%	-2	.
O=C(Nc1cccc2ncccc12)c1cccc(Br)c1
  0.1%	0%	-9%	-2%	1	2%	?	.	6%	-9	1%
CC(=O)c1ccc(Nc2cc(C)nc3c(C)cccc23)cc1
  0.2%	-3%	-1%	67%[activator]	-4	2%	?	-8%	-13%	-2	?
COc1cc(NC(=O)N[C@@H](CCSC)C(=O)O)cc(OC)c1
  5.3%	1%	-1%	1%	-4	1%	7%	3%	-7%	-12	.
O=C(NCCN1C(=O)CSC1=O)C1CC(=O)N(c2ccccc2)C1 (stereo not given)
  -0.4%	2%	-10%	0%	4	2%	?	3%	1%	-11	1%
CN(C)S(=O)(=O)c1ccc(N2CCCC2)c(C(=O)Nc2nccs2)c1
  -0.8%	4%	-1%	11%	.	.	0%	.	-40%	16	.
COC(=O)c1ccc(NC(=O)CSCC(=O)OCC(=O)c2ccc(Br)cc2)cc1
  -1.4%	0%	-3%	-7%	3	0%	7%	-2%	8%	-30	-12%
CCN(CC)S(=O)(=O)c1ccc(N2CCN(CCOc3ccc(OC)cc3)CC2)nc1
  0.2%	1%	-2%	4%	-5	0%	11%	11%	-1%	6	-7%
Cc1ccc(S(=O)(=O)NCC(=O)Nc2ccc3c(c2)OCCO3)cc1
  -0.3%	-5%	-2%	0%	1	0%	-26%	-5%	-23%	-9	-12%
CC(=O)NC1=NN(C(C)=O)C(C)(CCS(=O)(=O)c2ccc(Br)cc2)S1 (stereo not given)
  -1.1%	2%	1%	0%	2	-2%	11%	13%	?	5	19%
COc1ccc(-c2nnc(SCC(=O)Nc3ncc(C(F)(F)F)cc3Cl)n2CC(C)C)cc1
  -0.1%	2%	-3%	-3%	1	0%	0%	1%	17%	0	?
NC(=O)C1CCN(c2nc(-c3ccccc3Br)cs2)CC1
  -0.4%&0.4%	2%&6%	-4%	-11%	.	.	?	.	.	-19	.
O=C(NCc1cccc(F)c1)C1CCC(=O)N(C2CCCC2)C1 (stereo not given)
  0.1%	0%	-1%	-1%	2	-2%	6%	.	-4%	8	24%
CC(=O)N1CCN(Cc2nc3cc([N+](=O)[O-])ccc3n2C)CC1
  -0.9%	1%	-3%	3%	0	11%	?	.	-6%	4	-2%
O=C(c1ccc(Cl)c(S(=O)(=O)N2CCOCC2)c1)N1CCN(c2ccccc2F)CC1
  -1.6%	-3%	-3%	.	.	-3%	2%	3%	-3%	-20	.
CCN(C(=O)Cc1cccs1)c1nnc(-c2cccnc2)s1
  -0.4%	1%	-5%	1%	-7	-3%	13%	-5%	-21%	0	6%

More compounds:
Every second line gives: B2AR arrestin	Tb PFK block	PTAP TSG101 blk	ASM inhibitor	Coupling enz	GALK inhibitor	BCR signal inh	PKM2 activator	Integrin act MD	Giardia killer	Menin-MLL TR inh
Cc1ccc(S(=O)(=O)N(Cc2ccccc2)C(C)C)cc1
  0.3%	-4%	-2%	-1%	-2	1%	9%	-2%	-47%[inhibitor]	19	-5%
O=C(c1ccco1)N1CCN(c2nnc(-c3ccccc3)c3ccccc23)CC1
  -0.8%	0%	-11%	3%	1	2%	-5%	0%	-18%	9	-9%
COc1ccc(C(=O)N(C)C2CCCc3ccccc32)cc1OC1CCN(C(C)C)CC1 (stereo not given)
  -0.5%	0%	-4%	.	.	-1%	-12%	-3%	-37%[inhibitor]	12	.
COc1ccc(CCC(=O)Nc2nnc(C(F)(F)F)s2)cc1
  0.6%	1%	-1%	-2%	.	-1%	?	0%	-18%	5	.
CCOCc1c(C(=O)NC2=Nc3ccccc3NC(CC)=C2C(=O)OCC)oc2ccccc12
  -0.9%	9%	-7%	-2%	-4	12%	7%	8%	-20%	-16	-6%
COc1cccc(CNc2ccc(S(=O)(=O)N3CCN(C)CC3)cn2)c1
  -0.3%	-1%	-1%	7%	.	.	5%	.	-2%	20	.
COc1ccc(CCNC(=O)c2[nH]c(C)c(C(C)=O)c2C)cc1OC
  -0.1%	-4%	-10%	1%	0	0%	-14%	2%	5%	0	-4%
CC(NC(=O)c1ccc(Cl)c(S(=O)(=O)N2CCCCCC2)c1)c1cccnc1 (stereo not given)
  0.2%	-5%	-3%	2%	.	.	-5%	.	-21%	-1	.
O=C(NC1CCCCCC1)C(=O)NC1CCCC1
  0.4%	-7%	-9%	10%	0	4%	?	0%	11%	4	3%
CC(CCN(C)C)OC(=O)c1ccc(C(C)c2ccccc2)o1 (stereo not given)
  -2.9%	4%	-14%	1%	1	2%	4%	-3%	-16%	5	-6%
CCOC(=O)C1CCN(CC(=O)c2ccc(O)c(C)c2O)CC1
  -0.2%	0%	-4%	3%	1	7%	-3%	4%[0.46 µM]	-7%	-21	10%
C/C(=N\NC(=O)C(c1ccccc1)c1ccccc1)c1ccccn1
  0.2%	-4%	-2%	3%	-1	.	-2%	-4%	-50%[inhibitor]	-24	-9%
CCC(C)NC(=O)CSC1=Nc2ccccc2C2=NC(CC(=O)NCc3ccc(F)cc3)C(=O)N12 (stereo not given)
  -0.5%	-3%	-12%	42%[activator]	1	0%	2%	0%	-10%	3	-12%
Cc1ccc(-c2ccc(S(=O)(=O)NCc3ccco3)cc2)cc1
  -0.7%	-2%	-6%	1%	-3	3%	7%	3%	6%	-11	6%
COc1cc(C2/C(=C(\O)c3ccc4c(c3)OCCO4)C(=O)C(=O)N2c2nnc(C)s2)cc(OC)c1OC (stereo not given)
  0.3%	3%	-2%	-2%	3	1%	-1%	11%	-16%	4	0%
Nc1c(-c2ccccc2)cnn1-c1cccc([N+](=O)[O-])c1
  -0.3%	3%	-6%	-4%	-2	0%	-18%	-1%	9%	-4	.
c1ccc2nc3c(nc2c1)OCC1CCCCN31 (stereo not given)
  -0.8%	-1%	-1%	.	1	6%	0%	.	3%	-11	?
Cc1ccccc1N1CCN(C2CCCN(C(=O)CCC3(C)CC3)C2)CC1 (stereo not given)
  0.2%	-7%	0%	.	.	3%	-3%	-6%	-19%	7	.
COC(=O)c1ccc(CN2C(=O)NC3(CCC(C)CC3)C2=O)cc1 (stereo not given)
  -0.1%	-1%	-2%	1%	0	9%	?	-3%	-23%	-14	-16%

Three compounds from above, sorted by the value under Menin-MLL TR inh, highest first:
molecule,Menin-MLL TR inh
O=C(NC1CCCCCC1)C(=O)NC1CCCC1,3%
O=C(c1ccco1)N1CCN(c2nnc(-c3ccccc3)c3ccccc23)CC1,-9%
COC(=O)c1ccc(CN2C(=O)NC3(CCC(C)CC3)C2=O)cc1 (stereo not given),-16%

Complete entries, looked up by structure. Order of screens: B2AR arrestin | Tb PFK block | PTAP TSG101 blk | ASM inhibitor | Coupling enz | GALK inhibitor | BCR signal inh | PKM2 activator | Integrin act MD | Giardia killer | Menin-MLL TR inh
O=C(NC1CCCCCC1)C(=O)NC1CCCC1 as listed: 0.4% | -7% | -9% | 10% | 0 | 4% | ? | 0% | 11% | 4 | 3%
COc1cccc(CNc2ccc(S(=O)(=O)N3CCN(C)CC3)cn2)c1 as listed: -0.3% | -1% | -1% | 7% | . | . | 5% | . | -2% | 20 | .

Compound activity (PubChem)
